iPSC survival up: enhancers of single-cell hiPSC survival, primary screen, ATPlite luminescence. 100% = ROCK inhibitor wells, 0% = DMSO. survival enhancement, % at 20 µM. actives 0.044% (n = 360,000); in the data active means survival enhancement above about 18%;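 further: cells exposed to compounds for 16 hours before the ATP read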
ABCB6 inh 2: ABCB6 transporter inhibitors, primary screen, K562-ABCB6 cells, flow cytometry, MLPCN library. actives 0.19% (n = 360,000). ATP-binding cassette sub-family B member 6 (Homo sapiens), Q9NP58. fluorescence ratio to DMSO, % at 10 µM. K562-ABCB6 porphyrin accumulation, 1 h; active compounds read low;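 active means fluorescence ratio to DMSO below 75%, the collection mean minus 3 SD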;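 further: signal is porphyrin accumulated inside mitochondria; 100% equals median channel fluorescence of DMSO control wells; lower ratio means ABCB6 inhibition with less porphyrin fluorescence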
ABHD5 PLIN5 PPI: ABHD5-PLIN5 interaction inhibitors, primary screen, cell lysate, split luciferase complementation, luminescence | Split G. princeps luciferase complementation, 4 h | inhibition, % at 4 µM | actives 0.78% (n = 360,000);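 active means inhibition above the mean inhibition across every tested compound plus 3 SD, cut at about 22% in these data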;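 further: 0% = DMSO only wells and the 100% control is not disclosed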
Target sequence (Q00G26 whole entry, looked up): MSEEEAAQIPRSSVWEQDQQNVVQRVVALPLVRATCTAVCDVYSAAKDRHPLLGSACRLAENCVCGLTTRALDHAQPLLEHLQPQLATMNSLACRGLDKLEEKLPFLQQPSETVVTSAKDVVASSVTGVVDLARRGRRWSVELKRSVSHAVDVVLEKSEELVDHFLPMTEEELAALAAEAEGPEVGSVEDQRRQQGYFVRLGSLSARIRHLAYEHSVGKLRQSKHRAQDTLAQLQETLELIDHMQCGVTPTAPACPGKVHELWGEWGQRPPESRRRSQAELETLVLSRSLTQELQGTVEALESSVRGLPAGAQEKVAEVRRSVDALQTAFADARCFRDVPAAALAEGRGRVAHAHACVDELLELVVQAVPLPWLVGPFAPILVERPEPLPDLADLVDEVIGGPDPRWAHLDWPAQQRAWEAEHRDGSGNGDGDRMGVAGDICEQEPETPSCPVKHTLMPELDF
Target sequence (Q8WTS1 whole entry, looked up): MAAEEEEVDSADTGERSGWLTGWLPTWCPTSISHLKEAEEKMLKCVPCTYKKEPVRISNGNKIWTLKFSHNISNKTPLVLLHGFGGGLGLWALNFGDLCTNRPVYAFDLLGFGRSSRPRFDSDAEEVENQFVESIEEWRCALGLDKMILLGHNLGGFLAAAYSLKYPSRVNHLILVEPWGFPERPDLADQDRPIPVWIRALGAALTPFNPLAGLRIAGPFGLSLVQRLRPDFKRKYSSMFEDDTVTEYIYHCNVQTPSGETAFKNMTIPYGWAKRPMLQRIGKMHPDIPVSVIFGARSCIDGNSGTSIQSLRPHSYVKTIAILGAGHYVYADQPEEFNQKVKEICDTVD
aDG glyco up: activators of alpha-DG glycosylation, primary screen, uHTS, Pro5-aDG cells, AlphaScreen; actives 0.22% (n = 360,000); activation, % at 10 µM; alpha-DG glycosylation AlphaScreen (IIH6); 0% Pro5, 100% B10-LARGE cell signal;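 active means activation of at least 8% versus controls, or a plate z-score of at least 8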;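 further: Pro5 are CHO cells carrying HIG-tagged alpha-DG that lacks glycosylation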
N-glyco inh: increase of ERlucT glycosylation luciferase signal, primary screen, N-linked glycosylation inhibitor project, D54 ERlucT cells, luminescence, set 2; D54 ERlucT glycosylation luciferase reporter, 24 h; percent of 100 nM tunicamycin response; reporter increase, % at 12.5 µM; actives 0.23% (n = 360,000); AID 588692, 2011;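 active means mean luciferase reporter signal, scaled so untreated is 0 and the glycosylation-blocking control 100, at or above a set limit in every replicate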;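 further: luciferase carries N-glycosylation sites so blocking glycosylation raises the light; 0% = median of neutral control wells and 100% = median of 100 nM tunicamycin wells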
MC4R antagonist: MC4R antagonists of cAMP signaling, primary screen, cell-based, TR-FRET, antagonist arm of biased-ligand search; AID 540295, 2011; actives 0.48% (n = 360,000); MC4R-expressing cells, MTII-stimulated cAMP, LANCE TR-FRET; inhibition, % at 6.5 µM;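 active means inhibition above its plate's cutoff, the mean of tested wells on that plate plus 3 SD, cut at about 29% in these data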;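 further: 0% = Melanotan II alone and 100% = Melanotan II plus saturating MCL0020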
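Assay system: U2OS cells stably expressing human melanocortin 4 receptor (MC4R) / Dosing: 6.5 µM / Timing: compound 30 min, challenge 1 h, detection 1 h / Measured by: Eu-cAMP/anti-cAMP TR-FRET, emission 671 nm / Replicates: singlicate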
Exocytosis inh: LAMP-1 surface exposure blockers, TALL-104 cells – cell-based, flow cytometry, MLPCN library, primary screen; AID 651702, 2012; actives 0.66% (n = 360,000); TALL-104 LAMP-1 surface exposure; cells stimulated with thapsigargin and PMA; inhibition, % at 10 µM;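 active means inhibition above about 55%, limit read from the data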
HTR2A ag: mouse Htr2a agonists via beta-arrestin recruitment, primary screen, cell-based, luminescence | AID 624169, 2012 | actives 0.66% (n = 360,000) | 5-hydroxytryptamine receptor 2A (Mus musculus), P35363 | CHO-K1 mHTR2A beta-arrestin complementation; percent of 30 µM serotonin response | activation, % at 7.6 µM;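 active means activation above a run cutoff, the mean activation of all tested compounds plus 3 SD, cut at about 14% in these data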;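 further: 0% = plate median of compound wells and 100% = 30 µM serotonin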
MC4R ag barr: MC4R agonists recruiting beta-arrestin, primary screen, cell-based, luminescence, agonist arm of biased-ligand search. activation, % at 8.9 µM. Melanocortin receptor 4 (Homo sapiens), P32245. actives 0.98% (n = 360,000). U2OS MC4R beta-arrestin complementation; percent of melanotan II response, DMSO zero;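 active means activation above a per-plate cutoff, the mean activation of sample wells on that plate plus 3 SD, cut at about 8% in these data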
H9c2 protect: cardioprotection against H2O2-induced cell death, primary screen, uHTS, H9c2 cells, ATPLite luminescence; protection from H2O2 cell death, % at 20 µM; actives 0.63% (n = 360,000); AID 588492, 2011; H9c2 cardiomyocytes, H2O2 injury protection, 2 h;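 active means compounds giving at least 50% protection of heart cells from peroxide-induced death in the single-dose screen, raw or plate-pattern-corrected value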;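 further: 0% = DMSO wells with peroxide and 100% = DMSO wells without peroxide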
Active calls of the source: *.

Screening C=CCn1c(=O)n(CCC#N)c(=O)n(CCC#N)c1=O returned iPSC survival up -0.5, ABCB6 inh 2 103.0, ABHD5 PLIN5 PPI -2.5, aDG glyco up 0.0, N-glyco inh -0.2, MC4R antagonist -6.8, Exocytosis inh -3.1, HTR2A ag 1.2, MC4R ag barr -2.4 and H9c2 protect 0.6.
For Cn1cc(CN2CCCC(C(=O)c3ccc(-c4ccccc4)cc3)C2)cn1 (stereo not drawn) the results were iPSC survival up -0.4, ABCB6 inh 2 101.0, ABHD5 PLIN5 PPI 0.6, aDG glyco up 0.7, N-glyco inh -4.9, MC4R antagonist 5.0, Exocytosis inh 4.1, HTR2A ag -5.3, MC4R ag barr 0.0 and H9c2 protect -1.2.
Screening O=C(CN1CCN(c2ccccc2)CC1)N1N=CCC1c1ccccc1 (stereo not drawn) returned iPSC survival up -3.3, ABCB6 inh 2 104.0, ABHD5 PLIN5 PPI 9.7, aDG glyco up -0.1, N-glyco inh -0.8, MC4R antagonist -3.6, Exocytosis inh 4.2, HTR2A ag 1.0, MC4R ag barr 2.9 and H9c2 protect -2.7.
`CNc1cc(-c2cnn(CC(C)C)c2)ncn1` gave iPSC survival up 0.0, ABCB6 inh 2 102.0, ABHD5 PLIN5 PPI 0.1, aDG glyco up -0.1, N-glyco inh -0.8, MC4R antagonist 1.9, Exocytosis inh 0.1, HTR2A ag 0.5, MC4R ag barr -0.4 and H9c2 protect 0.6.
`COCC(C)n1c(C)cc(C(=O)CSc2nnc(N)s2)c1C` (stereo not drawn) gave iPSC survival up -3.5, ABCB6 inh 2 109.0, ABHD5 PLIN5 PPI 4.6, aDG glyco up -0.1, N-glyco inh -2.9, MC4R antagonist 4.2, Exocytosis inh 0.6, HTR2A ag 1.9, MC4R ag barr -1.2 and H9c2 protect 4.1.
Screening Cn1c(SCc2ccon2)nc2ccccc2c1=O returned iPSC survival up 1.4, ABCB6 inh 2 99.0, ABHD5 PLIN5 PPI -5.8, aDG glyco up -0.2, N-glyco inh -2.0, MC4R antagonist 9.2, Exocytosis inh -1.2, HTR2A ag -1.4, MC4R ag barr -1.6 and H9c2 protect 5.0.
Screening CC(C)Cn1c(N)c(C(=O)COC(=O)c2ccccc2C(=O)c2ccccc2)c(=O)n(C)c1=O returned iPSC survival up -0.2, ABCB6 inh 2 96.0, ABHD5 PLIN5 PPI -7.2, aDG glyco up 0.3, N-glyco inh -0.3, MC4R antagonist 11.5, Exocytosis inh 6.0, HTR2A ag 4.6, MC4R ag barr -3.2 and H9c2 protect 1.1.
`O=C1/C(=C/Nc2ccc3c(c2)OCO3)CCc2ccccc21` gave iPSC survival up -6.6, ABCB6 inh 2 99.0, ABHD5 PLIN5 PPI -7.0, aDG glyco up 0.3, N-glyco inh -16.7, MC4R antagonist -0.7, Exocytosis inh 97.9*, HTR2A ag -9.9, MC4R ag barr 2.0 and H9c2 protect -24.5.
Screening CCCCCC(=O)Nc1ccc(N2CCN(C(=O)c3ccccc3)CC2)cc1 returned iPSC survival up -1.8, ABCB6 inh 2 98.0, ABHD5 PLIN5 PPI 0.7, aDG glyco up 0.6, N-glyco inh -4.9, MC4R antagonist -1.0, Exocytosis inh -1.2, HTR2A ag 2.3, MC4R ag barr -4.6 and H9c2 protect -6.9.
CC(c1ccncn1)N(C)C(=O)c1ccc2oc(Cc3ccccc3)nc2c1 (stereo not drawn) was read as iPSC survival up 0.4, ABCB6 inh 2 98.0, ABHD5 PLIN5 PPI 2.4, aDG glyco up -0.3, N-glyco inh -0.6, MC4R antagonist -3.0, Exocytosis inh -1.8, HTR2A ag -4.5, MC4R ag barr -2.8 and H9c2 protect -0.6.
Screening Cc1noc(C)c1-c1ccc(C(=O)NCc2cccs2)c2occc12 returned iPSC survival up 1.6, ABCB6 inh 2 96.0, ABHD5 PLIN5 PPI 2.6, aDG glyco up -0.1, N-glyco inh 13.0, MC4R antagonist 5.0, Exocytosis inh -8.1, HTR2A ag -5.4, MC4R ag barr 0.0 and H9c2 protect -1.6.
Screening CCCCNC(=O)c1onc(CSc2ccc(C)c(C)c2)c1C(=O)O returned iPSC survival up 1.5, ABCB6 inh 2 83.0, ABHD5 PLIN5 PPI -4.7, aDG glyco up 0.3, N-glyco inh 1.6, MC4R antagonist 0.3, Exocytosis inh 0.2, HTR2A ag -2.2, MC4R ag barr 0.6 and H9c2 protect 1.0.
`S=C(Nc1ccc(Br)cc1)N1CCN(c2ccccn2)CC1` gave iPSC survival up 0.4, ABCB6 inh 2 85.0, ABHD5 PLIN5 PPI -7.5, aDG glyco up -0.1, N-glyco inh 1.0, MC4R antagonist -2.1, Exocytosis inh -2.1, HTR2A ag -1.1, MC4R ag barr -1.1 and H9c2 protect -5.8.
CCC(=O)[C@@]1(C)[C@H](C)C[C@H]2[C@@H]3CCC4=CC(=O)C=C[C@]4(C)[C@H]3[C@@H](O)C[C@@]21C was read as iPSC survival up 1.2, ABCB6 inh 2 98.0, ABHD5 PLIN5 PPI -3.0, aDG glyco up 0.1, N-glyco inh -4.2, MC4R antagonist 4.5, Exocytosis inh 5.6, HTR2A ag 1.9, MC4R ag barr -1.0 and H9c2 protect -14.0.
For CCOC(=O)Cn1c(N2CCOCC2)nc2c1c(=O)[nH]c(=O)n2C the results were iPSC survival up -0.3, ABCB6 inh 2 104.0, ABHD5 PLIN5 PPI 1.2, aDG glyco up 0.0, N-glyco inh 3.5, MC4R antagonist 14.2, Exocytosis inh -0.7, HTR2A ag -0.4, MC4R ag barr -1.5 and H9c2 protect 16.8.
Screening O=C(NCC1CCCO1)c1cccc(Oc2ccccc2)c1 (stereo not drawn) returned iPSC survival up -0.5, ABCB6 inh 2 103.0, ABHD5 PLIN5 PPI 1.4, aDG glyco up 0.2, N-glyco inh 0.5, MC4R antagonist 6.0, Exocytosis inh -2.8, HTR2A ag -2.5, MC4R ag barr -2.4 and H9c2 protect -5.1.
Screening O=C(COC(=O)c1cccc(S(=O)(=O)N2CCCC2)c1)c1ccc(F)cc1 returned iPSC survival up 0.7, ABCB6 inh 2 100.0, ABHD5 PLIN5 PPI 0.6, aDG glyco up -0.3, N-glyco inh 2.8, MC4R antagonist 15.0, Exocytosis inh 14.2, HTR2A ag 3.6, MC4R ag barr -1.9 and H9c2 protect -6.6.
Screening COC(=O)C1=CN(Cc2cccs2)C=C(C(=O)OC)C1c1cccc(OC)c1OC returned iPSC survival up 0.7, ABCB6 inh 2 96.0, ABHD5 PLIN5 PPI 1.5, aDG glyco up 0.1, N-glyco inh -3.1, MC4R antagonist -9.5, Exocytosis inh 1.2, HTR2A ag 0.5, MC4R ag barr 0.2 and H9c2 protect 5.8.
Screening COc1cc(/C=C(\C#N)c2ccccn2)cc(OC)c1O returned iPSC survival up -0.1, ABCB6 inh 2 94.0, ABHD5 PLIN5 PPI 2.7, aDG glyco up -0.3, N-glyco inh 22.0, MC4R antagonist -8.3, Exocytosis inh -0.8, HTR2A ag -1.4, MC4R ag barr -0.5 and H9c2 protect -1.3.
O=C(COc1ccc(Br)cc1F)NCC1(N2CCCCC2)CCCCC1 was read as iPSC survival up -1.3, ABCB6 inh 2 96.0, ABHD5 PLIN5 PPI -0.2, aDG glyco up 0.3, N-glyco inh 1.7, MC4R antagonist 1.9, Exocytosis inh 5.9, HTR2A ag -5.7, MC4R ag barr 0.9 and H9c2 protect -4.5.
`CN(CC(=O)Nc1ccccc1Cl)CC(=O)c1c(N)n(Cc2ccccc2)c(=O)n(C)c1=O` gave iPSC survival up -0.1, ABCB6 inh 2 92.0, ABHD5 PLIN5 PPI 3.6, aDG glyco up 0.2, N-glyco inh 0.1, MC4R antagonist 7.4, Exocytosis inh -1.9, HTR2A ag 6.8, MC4R ag barr 0.6 and H9c2 protect -3.5.
`CCC(CC)c1nnc(NC(=O)CCNC(=O)c2ccccc2Cl)s1` gave iPSC survival up -0.4, ABCB6 inh 2 101.0, ABHD5 PLIN5 PPI 2.5, aDG glyco up -0.2, N-glyco inh 1.3, MC4R antagonist 14.0, Exocytosis inh 4.2, HTR2A ag 1.1, MC4R ag barr -4.2 and H9c2 protect -5.6.
Screening O=C(NCCCN1CCOCC1)C1COc2ccccc2O1 (stereo not drawn) returned iPSC survival up 0.7, ABCB6 inh 2 91.0, ABHD5 PLIN5 PPI 6.8, aDG glyco up -0.2, N-glyco inh -0.6, MC4R antagonist -3.1, Exocytosis inh -1.2, HTR2A ag -1.7, MC4R ag barr 2.3 and H9c2 protect 0.2.
For Cc1nnc(SCc2cnc(-c3ccc(C(C)C)cc3)s2)n1C the results were iPSC survival up -5.7, ABCB6 inh 2 95.0, ABHD5 PLIN5 PPI 10.2, aDG glyco up 0.1, N-glyco inh -11.1, MC4R antagonist 12.7, Exocytosis inh 2.6, HTR2A ag -2.3, MC4R ag barr 2.1 and H9c2 protect -15.1.
CCCCCCc1nnc(N)s1 was read as iPSC survival up 4.7, ABCB6 inh 2 104.0, ABHD5 PLIN5 PPI -3.9, aDG glyco up 0.2, N-glyco inh 2.6, MC4R antagonist 2.4, Exocytosis inh -0.9, HTR2A ag 2.4, MC4R ag barr 0.1 and H9c2 protect 0.4.
O=c1[nH]c(/C=C/c2ccccc2)c([N+](=O)[O-])c(=O)[nH]1 was read as iPSC survival up -0.9, ABCB6 inh 2 103.0, ABHD5 PLIN5 PPI 27.0*, aDG glyco up -0.1, N-glyco inh 1.0, MC4R antagonist 21.9, Exocytosis inh -0.2, HTR2A ag 1.1, MC4R ag barr 0.4 and H9c2 protect -2.3.
`COCCCNC(=O)c1ccc(CS(=O)(=O)Cc2cccc(C)c2)o1` gave iPSC survival up -0.4, ABCB6 inh 2 95.0, ABHD5 PLIN5 PPI 2.6, aDG glyco up 0.2, N-glyco inh 1.7, MC4R antagonist 5.6, Exocytosis inh 2.9, HTR2A ag 0.4, MC4R ag barr -0.6 and H9c2 protect 3.7.
CC(C)c1ccc(/C=C2\SC(=S)N(CC(=O)NCCCN3CCOCC3)C2=O)cc1 was read as iPSC survival up -0.5, ABCB6 inh 2 103.0, ABHD5 PLIN5 PPI -6.4, aDG glyco up -0.1, N-glyco inh -7.7, MC4R antagonist -1.4, Exocytosis inh 49.6, HTR2A ag -6.2, MC4R ag barr -1.5 and H9c2 protect -16.1.
For O=C(Cc1c[nH]c2ccccc12)NCc1ccc(Cl)cc1Cl the results were iPSC survival up -1.1, ABCB6 inh 2 101.0, ABHD5 PLIN5 PPI -5.3, aDG glyco up -0.2, N-glyco inh -1.0, MC4R antagonist -0.4, Exocytosis inh -1.1, HTR2A ag 4.9, MC4R ag barr -2.2 and H9c2 protect -4.3.

Compound activity as filed in PubChem.
